# Compound activity (PubChem)
# Rat MKP-3 inhibitors: MKP-3 phosphatase inhibitors, primary screen, biochemical, rat enzyme, in vitro (AID 425) | recombinant MKP-3 phosphatase activity, fluorescence; higher % means a stronger effect | inhibition, % at 20 µM; hits with a dose series show IC50 in µM | hit rate 0.17% among 110,000; in the data active = inhibition above about 50%;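 also: plate controls were vehicle for no effect and reference inhibitor for full effect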
# Hsp70 inhibitors: small molecules displacing fluorescent ligand from Hsp70 – biochemical, fluorescence polarization, primary screen (AID 583) | Hsp70 fluorescence polarization probe displacement, mP; higher % means a stronger effect | one-dose displacement, % at 20 µM; IC50 in µM for titrated hits | hit rate 0.06% among 140,000; in the data active = displacement above about 50%;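 also: plate controls were vehicle for no effect and reference ligand for full effect; a part of the inactive calls stands beside numbers as strong as those of hits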
# Active calls of the source: *; . = not tested or not shown; & = joins results of further samples. Not all compounds are listed, so the mix of outcomes need not match the whole.
[1] Cc1cc(-c2ccc(C(C)C)cc2)c(C#N)c(N)n1
[2] CC(=O)NC12CC3CC(C1)CC(C(=O)OCC(=O)c1ccc4c(c1)OCCO4)(C3)C2
[3] CN(C1=NC(=O)/C(=C\C=C\c2ccccc2)S1)c1ccc(O)cc1
[4] CC(C)c1nnc(SCC(=O)NCc2ccco2)n1C
[5] C=CCOc1ccc(Cl)cc1/C=C1/SC(=S)NC1=O
[6] CSc1nc2c(c(=O)n1C1CCOC(C)(C)C1)C1(CCCCC1)Cc1ccccc1-2 (centres undefined)
[7] CCOC(=O)Cc1csc(NC(=O)CCS(=O)(=O)Cc2ccccc2)n1
[8] O=C(COc1ccc(Br)cc1)N1CCN(c2ccccn2)CC1
[9] CC1/C(=N\O)CC(c2ccco2)NC1c1ccco1 (centres undefined)
[10] COC(=O)C1=NN(C(=O)c2ccc(Cl)cc2)C(O)(c2ccccc2)C1 (centres undefined)
screen / no.	1	2	3	4	5	6	7	8	9	10
Rat MKP-3 inhibitors	2%	-14%	5%	1%	-2%	0%	-13%	2%	3%	2%
Hsp70 inhibitors	-7.1%	0.8%	1.0%	4.3%	7.8%	1.8%	3.7%	0.5%	-1.1%	-4.1%

# A different layout for four compounds above:
2) CC(=O)NC12CC3CC(C1)CC(C(=O)OCC(=O)c1ccc4c(c1)OCCO4)(C3)C2
  Rat MKP-3 inhibitors = -14%
  Hsp70 inhibitors = 0.8%
3) CN(C1=NC(=O)/C(=C\C=C\c2ccccc2)S1)c1ccc(O)cc1
  Rat MKP-3 inhibitors = 5%
  Hsp70 inhibitors = 1.0%
4) CC(C)c1nnc(SCC(=O)NCc2ccco2)n1C
  Rat MKP-3 inhibitors = 1%
  Hsp70 inhibitors = 4.3%
5) C=CCOc1ccc(Cl)cc1/C=C1/SC(=S)NC1=O
  Rat MKP-3 inhibitors = -2%
  Hsp70 inhibitors = 7.8%

# Other records follow.
[11] CCOc1ccc(N=Cc2c(O)cc(C)oc2=O)cc1
[12] COc1cc(C(=O)NCC(=O)n2nc(C)cc2C)cc(OC)c1OC
[13] CCC(C)C1C(C#N)=C(N)Oc2n[nH]c(-c3ccccc3)c21 (centres undefined)
[14] COc1cccc(C(=O)/C=C/c2ccc(OC)cc2OC)c1
[15] N#Cc1c2c(c(NCCN3CCOCC3)n3c1nc1ccccc13)CCCC2
[16] COCCNC(=O)CSc1ncnc2sccc12
[17] CS(=O)(=O)N1CCN(C(=O)NC23CC4CC(CC(C4)C2)C3)CC1
[18] CCCN(Cc1cc2cccc(C)c2[nH]c1=O)C(=O)c1cccc(OC)c1
[19] CCn1cc(C(=O)NCC2CCCO2)c(=O)c2cc(S(=O)(=O)N3CCCCC3)ccc21 (centres undefined)
[20] Cc1cc(C)c(C(=O)/C(=C/c2ccccc2Cl)c2ccccc2)c(=O)[nH]1
screen / no.	11	12	13	14	15	16	17	18	19	20
Rat MKP-3 inhibitors	-7%	8%	2%&1%	2%	-1%	.	-6%	-4%	0%	6%
Hsp70 inhibitors	1.5%	-0.4%	-4.1%&-0.3%	-1.2%	-0.8%	-4.3%	-1.7%	-2.0%	6.1%	-1.2%

[21] CC(=O)Nc1cccc(NC(=O)c2ccc(C)cc2)c1
[22] COc1ccc(NC(=O)c2ccc(C)c(C)c2)c(OC)c1
[23] CNC(=S)N(C)/N=C/c1c(Cl)cccc1[N+](=O)[O-]
[24] O=C(NCc1ccco1)C1CCCN(S(=O)(=O)c2cccc3nsnc23)C1 (centres undefined)
[25] CCN1C(=O)c2ccccc2S(=O)c2ccc(C(=O)NC3CC3)cc21 (centres undefined)
[26] COC(=O)Cn1c(=O)sc2ccccc21
[27] O=C(O)Cc1ccc(C(=O)c2cccs2)s1
[28] O=C(/C=C/c1ccc([N+](=O)[O-])cc1)Nc1ccc(F)cc1
[29] COc1ccc(C(=O)Nc2sc3c(c2C(N)=O)CCC(C(C)(C)C)C3)cc1 (centres undefined)
[30] CCOC(=O)N1CCN(c2c(F)cc3[nH]c(=S)[nH]c3c2Br)CC1
screen / no.	21	22	23	24	25	26	27	28	29	30
Rat MKP-3 inhibitors	0%	2%	0%	-5%	-10%	-13%	-7%	-1%	0%	0%
Hsp70 inhibitors	-6.3%	-3.2%	2.6%	3.9%	-6.9%	-2.5%	0.4%	1.1%	1.0%	-0.3%

# A draw from above in order of formula weight, lowest first:
[27] O=C(O)Cc1ccc(C(=O)c2cccs2)s1
[21] CC(=O)Nc1cccc(NC(=O)c2ccc(C)cc2)c1
[28] O=C(/C=C/c1ccc([N+](=O)[O-])cc1)Nc1ccc(F)cc1
[25] CCN1C(=O)c2ccccc2S(=O)c2ccc(C(=O)NC3CC3)cc21 (centres undefined)
screen / no.	27	21	28	25
Rat MKP-3 inhibitors	-7%	0%	-1%	-10%
Hsp70 inhibitors	0.4%	-6.3%	1.1%	-6.9%

# (listing goes on)
[31] COc1ccc(C(=O)COC(=O)Cn2nnc3ccccc32)cc1Br
[32] CCOC(=O)/C(C#N)=C/Nc1ccccn1
[33] O=C(Nc1ccc2c(c1)OCCO2)c1ccc(CN2CCOCC2)cc1
[34] CCOC(=O)Cn1c(CN2CCN(c3cccc(Cl)c3)CC2)nc2c1c(=O)[nH]c(=O)n2C
[35] COc1ccc(Br)cc1CNCc1ccc(OC)c(OC)c1
[36] Cc1onc(-c2ccccc2Cl)c1C(=O)Nc1ccc(CN2CCCC2)cc1
[37] CC(=O)NC1C(=O)N=C(SCC(=O)NCc2ccccc2)NC1=O (centres undefined)
[38] Cn1ncc2c1ncn1c(-c3ccccc3Cl)nnc21
[39] Cc1ccc(C2C(C#N)=C(N)Oc3cc4c(cc32)OCO4)cc1 (centres undefined)
[40] COc1ccc(-c2nc3ccccc3c(=O)n2CCCn2ccnc2)cc1
screen / no.	31	32	33	34	35	36	37	38	39	40
Rat MKP-3 inhibitors	-12%	0%	-2%	4%	0%	-8%	6%	6%	-3%	-1%&3%
Hsp70 inhibitors	2.8%	2.3%	1.9%	0.2%	0.8%	-4.4%	1.1%	-0.4%	2.9%	-2.0%&-1.2%

[41] COc1ccc(Cl)cc1C(=O)NCc1cccnc1
[42] CCOc1ncccc1C(=O)OCc1cc(=O)n2c(n1)sc1ccccc12
[43] Cc1cccc(C)c1N1C(=O)C2ON(c3ccccc3)C(c3ccncc3)C2C1=O (centres undefined)
[44] Cc1c(Br)cc(-c2nnco2)cc1Br
[45] COc1ccc(S(=O)(=O)N2CCC(C(=O)N3CCOCC3)CC2)cc1OC
[46] CCn1c(=N)n(CCOc2ccc(OC)cc2)c2ccccc21
[47] O=C(Nc1ccc(NC(=O)c2ccc([N+](=O)[O-])cc2Cl)cc1Cl)c1ccco1
[48] CCOC(=O)c1c(C)c(C(=O)N(C)C2CCCCC2)c(C)n1C
[49] COc1ccc2c(c1)nc(C)n2Cc1ccccc1
[50] Cc1cc(NC(=O)CSc2nnc(-c3ccoc3C)o2)no1
screen / no.	41	42	43	44	45	46	47	48	49	50
Rat MKP-3 inhibitors	2%	-9%	-7%	-1%	-3%	-12%	3%	2%	-1%	4%
Hsp70 inhibitors	0.5%	.	0.6%	4.6%	-1.2%	5.5%	0.5%	-2.7%	-2.9%	0.8%

[51] COc1ccccc1/C=N/NC(=O)C(=O)N1CCCC1
[52] O=C(CSc1nc2ccccc2c(=O)n1-c1ccccc1)NCc1ccco1
[53] CCC(C)C1C(C#N)=C(N)Oc2n[nH]c(C)c21 (centres undefined)
[54] O=C1CC(Sc2ccccc2)C(=O)N1c1ccc(Cc2ccc(N3C(=O)CC(Sc4ccccc4)C3=O)cc2)cc1 (centres undefined)
[55] Cc1noc(C)c1CSc1ncnc2sc(C)c(C)c12
[56] Cc1ccc2nsnc2c1NC(=O)c1cc2ccccc2o1
[57] COc1ccc(-c2cc(-c3cccs3)c(C#N)c(SCC(=O)NCc3ccco3)n2)cc1
[58] N#Cc1c(SCc2ccc(Cl)cc2)sc(C(=O)c2ccccc2)c1N
[59] O=C(Nc1ccccc1)Nc1nncs1
[60] CNC(=O)CSCc1c(F)cccc1Cl
screen / no.	51	52	53	54	55	56	57	58	59	60
Rat MKP-3 inhibitors	-3%	-15%	4%	11%	3%	0%	-2%	.	-1%	.
Hsp70 inhibitors	-4.7%	4.0%	-6.5%	-1.5%	-1.4%	-6.5%	-3.4%	7.2%	7.0%	-0.6%

[61] CN1CCN(C2=NC(=O)/C(=C/c3ccc(Cl)cc3)S2)CC1
[62] CC(C)NC(=O)CCNS(=O)(=O)c1ccc(Br)cc1
[63] Cc1cc(C)n2nc(C(=O)NCc3ccccc3)c(Br)c2n1
[64] COc1ccc(C(=O)N/N=C/c2ccncc2)cc1OC
[65] COCCNC(=O)COc1ccc(Cl)cc1Br
[66] CC1=CC(c2ccc(Cl)cc2)n2nc(NC(=O)c3ccccc3)nc2N1 (centres undefined)
[67] c1ccc(COc2ccc(OCCn3cncn3)cc2)cc1
[68] O=C(Nn1c(=O)c2cc3c(=O)n(NC(=O)c4ccc(O)cc4)c(=O)c3cc2c1=O)c1ccc(O)cc1
[69] COc1ccc(/C=C/C(=O)Nc2ccc(N3CCOCC3)cc2)cc1OC
[70] CC(n1cnnn1)C12CC3CC(CC(C3)C1)C2 (centres undefined)
screen / no.	61	62	63	64	65	66	67	68	69	70
Rat MKP-3 inhibitors	2%	-8%	0%	0%	3%	.	5%	2%	0%	2%
Hsp70 inhibitors	-2.3%	2.3%	-1.3%	4.2%	-5.1%	6.1%	3.6%	-0.9%	-3.6%	-2.2%

# 2 entries from above, tab-delimited:
No.	canonical_smiles	Rat MKP-3 inhibitors	Hsp70 inhibitors
62	CC(C)NC(=O)CCNS(=O)(=O)c1ccc(Br)cc1	-8%	2.3%
67	c1ccc(COc2ccc(OCCn3cncn3)cc2)cc1	5%	3.6%

# Arranged by value in Rat MKP-3 inhibitors (lowest first): 3 of the compounds above
[57] COc1ccc(-c2cc(-c3cccs3)c(C#N)c(SCC(=O)NCc3ccco3)n2)cc1
[63] Cc1cc(C)n2nc(C(=O)NCc3ccccc3)c(Br)c2n1
[47] O=C(Nc1ccc(NC(=O)c2ccc([N+](=O)[O-])cc2Cl)cc1Cl)c1ccco1
screen / no.	57	63	47
Rat MKP-3 inhibitors	-2%	0%	3%
Hsp70 inhibitors	-3.4%	-1.3%	0.5%
